GLP1R inv ag: GLP-1 receptor (human) inverse agonism | P43220 | HEK293 GLP-1R CRE-luciferase, luminescence, 24 h; GLP-1R form is constitutively active | Potency, µM (titrated, usually from 38.3 µM), without a hit: at the highest dose activity change, negative = inhibition, most hits filed as inhibitors | 410,000 tested, 1.6% active; also: potency is read from the fitted curve at half-maximal effect; % is scaled to controls: 0 for no effect and ±100 for the full control effect; nearly all actives have a fitted effect of over 55% in size
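Assay principle: reduced luminescence from a cAMP-responsive reporter in HEK293 cells co-expressing a constitutively active GLP-1R. Conditions: 24 hr compound incubation, 37 deg C, 5% CO2.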
DRD3 agonist: activates the human D3 dopamine receptor; 410,000 tested, 0.58% active; max activation, %; D3R DiscoveRx beta-arrestin cells, luminescence, 90 min; P35462; in the data active = max activation above about 30%; also: 0% is about no effect; mostly tested at two doses, the higher about 12 µM
Target sequence (P35462 whole entry, looked up): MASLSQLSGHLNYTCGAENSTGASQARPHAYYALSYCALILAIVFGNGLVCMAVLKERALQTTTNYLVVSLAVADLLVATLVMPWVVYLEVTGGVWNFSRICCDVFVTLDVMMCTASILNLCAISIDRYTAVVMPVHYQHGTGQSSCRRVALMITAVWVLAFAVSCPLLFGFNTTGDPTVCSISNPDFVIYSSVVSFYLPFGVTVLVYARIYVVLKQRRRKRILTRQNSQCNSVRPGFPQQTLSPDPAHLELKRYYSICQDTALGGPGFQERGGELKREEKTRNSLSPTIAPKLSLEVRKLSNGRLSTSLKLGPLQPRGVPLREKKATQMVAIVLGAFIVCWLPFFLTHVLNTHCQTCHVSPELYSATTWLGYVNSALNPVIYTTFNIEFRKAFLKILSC
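Agonist-mode cell screen: cells plated at 1500/well and incubated overnight at 37 °C, then exposed to library compounds for 90 min at 37 °C. Detection reagent was added for 30–60 min at room temperature, and luminescence was read.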
aSyn yeast inh: inhibitors of alpha-synuclein toxicity in yeast; Yeast expressing alpha-synuclein, growth rescue, BacTiter-Glo, 24 h; Potency, µM (titrated, usually from 46.1 µM), inactives show top-dose growth rescue (activation), actives largely listed as activators; 370,000 tested, 0.14% active; AID 652106; also: potency is read from the fitted curve at half-maximal effect; % of control where 0% means no effect; nearly all actives have a fitted effect of over 65% in size
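Galactose-induced alpha-syn yeast (OD600=0.02, raffinose-pregrown) + pinned cpd, 24 hr, 30 deg C; growth by BacTiter-Glo luminescence. Growth restoration scores as activation.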
DRD3 antagonist: blocks the human D3 dopamine receptor; D3R cells, DiscoveRx beta-arrestin luminescence, antagonist mode; stronger effect = lower value; max response, negative = inhibition, %; P35462; 360,000 tested, 2.5% active; in the data active = max response below about -50%; inconclusive = no clear call, values can overlap the other calls; also: % is scaled to controls: 0 for no effect and ±100 for the full control effect; mostly tested at two doses, the higher about 12 µM
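Cells expressing the human receptor were seeded at 1500 cells/well, incubated overnight at 37 degrees C in 5% CO2, then exposed to library compounds with dopamine controls for 90 minutes at 37 degrees C before luminescent detection.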
GLP1R ag: agonists of human GLP-1 receptor. HEK293 GLP-1R CRE-luciferase, luminescence, 4-6 h; cells express a hypersensitive GLP-1R form. Potency, µM (series often up to 45.6 µM), for the others: top-dose activation, usual class: activators. 380,000 tested, 0.007% active; also: potency is read from the fitted curve at half-maximal effect; % of control where 0% means no effect
PTHR1 agonist: agonists of human PTHR1 parathyroid hormone receptor; HEK293 GP2 PTHR1 cells, GloSensor cAMP luminescence, 1 h; Potency, µM (series often up to 115 µM), without a hit: at the highest dose activation, hits mostly activators; 410,000 tested, 0.075% active; Q03431; also: potency is read from the fitted curve at half-maximal effect; nearly all actives have a fitted effect of over 55% in size; some results filed as inactive show a strong effect at the top dose; inactives centre near -15; many of its hits are not listed in these tables
Target sequence (Q03431 whole entry, looked up): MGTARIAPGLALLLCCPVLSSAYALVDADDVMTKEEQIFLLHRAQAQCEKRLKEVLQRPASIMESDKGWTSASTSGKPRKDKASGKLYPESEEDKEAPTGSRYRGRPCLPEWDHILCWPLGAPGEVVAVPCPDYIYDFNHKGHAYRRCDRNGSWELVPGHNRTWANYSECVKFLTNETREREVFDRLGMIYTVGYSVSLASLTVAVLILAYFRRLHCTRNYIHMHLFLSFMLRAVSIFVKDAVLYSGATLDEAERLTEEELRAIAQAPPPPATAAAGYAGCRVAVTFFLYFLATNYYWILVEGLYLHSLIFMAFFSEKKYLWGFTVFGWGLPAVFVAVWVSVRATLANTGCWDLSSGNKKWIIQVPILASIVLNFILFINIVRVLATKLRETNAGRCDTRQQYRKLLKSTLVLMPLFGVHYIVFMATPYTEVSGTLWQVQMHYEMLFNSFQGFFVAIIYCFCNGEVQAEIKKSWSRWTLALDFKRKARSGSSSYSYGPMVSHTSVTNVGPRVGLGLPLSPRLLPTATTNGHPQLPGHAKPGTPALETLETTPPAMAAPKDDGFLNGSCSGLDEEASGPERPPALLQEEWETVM
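HEK-293-derived GP2 cells expressing PTHR1 and a GloSensor cAMP reporter, 3,000/well, plated overnight, given luciferin plus IBMX (each 0.5 mM as added) for 1 h at 37 °C, then compound for 1 h at 37 °C. Luminescence was read after 15 min at room temperature.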
HEK293 tox: cytotoxic in the GLP-1 receptor inverse agonist counter-screen. HEK293 cAMP-luciferase reporter cells, luminescence, 24 h. Potency, µM (series often up to 38.3 µM), inactives show at the top dose activity change, negative = inhibition, most hits filed as inhibitors. 410,000 tested, 0.13% active;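 also: loss of luciferase light is scored as toxicity; potency is read from the fitted curve at half-maximal effect; % is scaled to controls: 0 for no effect and ±100 for the full control effect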
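MLSMR compounds, 24 hr on cells at 37 deg C/5% CO2; luminescence after luciferase reagent (12 min RT). Inhibition counted as the undesired cytotoxic outcome.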
KB-V1 cytotox: kills drug-selected multidrug resistant KB-V1 cells; KB-V1 MDR cells viability, CellTiter-Glo, 72 h; Potency, µM (highest dose often 46.1 µM), for inactives: top-dose activity change, negative = cytotoxicity, actives largely listed as cytotoxic; 400,000 tested, 3.4% active; AID 1347076; also: potency is read from the fitted curve at half-maximal effect; % is scaled to controls: 0 for no effect and ±100 for the full control effect; nearly all actives have a fitted effect of over 60% in size
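Cells of the MDR subline KB-V1 are plated, dosed with compound at multiple concentrations, and incubated 72 h at 37 degrees C; CellTiter-Glo is then added and luminescence read after 10 min.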
TDP43 rescue: TDP-43 toxicity inhibition in yeast; TDP-43 expressing yeast growth rescue, BacTiter-Glo, 24 h; Potency, µM (titrated, usually from 46.1 µM), without a hit: at the highest dose growth rescue (activation), most hits filed as activators; 410,000 tested, 1.8% active; also: potency is read from the fitted curve at half-maximal effect; % of control where 0% means no effect; nearly all actives have a fitted effect of over 50% in size
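Yeast cells expressing TDP-43 under galactose induction are exposed to compounds for 24 hr at 30 deg C. BacTiter-Glo luminescence measures growth, so protective compounds score as activators.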
The depositor's hits bear a star; i = inactive; ? = inconclusive; nt = no result given; [ ] = dose if it differs, or a comment. Unless noted, calls follow the shape of the dose curve; as a rule, active = well fitted curve in the direction sought with a large enough effect; inconclusive = small, poorly fitted or top-dose-only effect, or another doubt; inactive = no such curve, though single readings can be large; an effect the other way counts as inactive or inconclusive. Some of the compounds tested; count on the stated rates, not on these rows.

item	Compound	GLP1R inv ag	DRD3 agonist	aSyn yeast inh	DRD3 antagonist	GLP1R ag	PTHR1 agonist	HEK293 tox	KB-V1 cytotox	TDP43 rescue
1	CC1(C(=O)Nc2ccc3c(c2)OCO3)CCN1Cc1cccc2c1OCO2 (stereo not given)	16.4%	4.2	-0.4%	13.6	23.5%	i	0.0%	?	17.5%
2	Cc1ccc(NC2CCCCC2NS(=O)(=O)c2ccccc2)c(C)c1 (stereo not given)	?	-1.2	10.7%	0.0	3.0%	-19.4%	-10.1%	-20.8%	25.1%
3	CC1C(=O)N(Cc2cn(CC3CCCCC3)nn2)CCS(=O)(=O)N1Cc1ccc(-c2cccc(N(C)C)c2)cc1 (stereo not given)	-14.0%	-3.3	0.9%	0.0	9.6%	-68.1%[inhibitor]	-14.1%	2.2%	1.4%
4	CC(C)(C)c1cccc(/C=N/O)c1O	?	-6.7	-4.6%	1.1	5.6%	i	1.6%	1.6%	18.9%
5	CCc1cc(=O)oc2cc(C)cc(OCC(=O)NCc3cccnc3)c12	27.6%	-4.3	0.1%	-2.0	18.2%	-13.8%	7.7%	-11.7%	-7.5%
6	C/C=C/c1cnc2c(c1)C(=O)N([C@@H](C)CO)C[C@H](C)[C@@H](CN(C)S(=O)(=O)c1ccc(C)cc1)O2	-27.2%	-6.3	0.2%	-29.8	4.6%	-6.5%	-5.1%	0.7%	19.2%
7	Cn1cnnc1SCc1ccc(-c2ccc(Br)cc2)o1	17.8%	-4.1	3.2%	-17.0	0.2%	-14.0%[57.5 µM]	5.5%	-7.1%	22.1%
8	COC(=O)C(NC(C)=O)(Nc1nc2ccc(S(C)(=O)=O)cc2s1)C(F)(F)F (stereo not given)	-5.4%	0.3	2.6%	-0.6	-10.7%	i	-12.5%	22.1%	2.1%
9	CN(Cc1ccccc1)C(=O)CCS(=O)(=O)c1ccc2c(c1)n(C)c(=O)c(=O)n2C	-19.5%	0.4	-4.2%	-17.1	-0.4%	-20.0%	7.5%	?	7.3%
10	CCN(CC)CCN(C(=O)c1ccc2c(c1)CCCC2)c1nc2c(C)cccc2s1	?	-19.9	0.4%	-51.4*	-0.5%	-12.3%	-23.7%	-23.9%	-2.4%
11	Cc1cc2nc(C(F)(F)F)[nH]c(=O)n2n1	4.6%	3.9	-1.8%	14.1	-17.3%	i	1.9%	20.5%	0.8%
12	CCOc1ccc(C(=O)CCC(=O)NN2CCCCC2)cc1	7.9%	0.8	-7.0%	42.2	6.2%	i	5.1%	-0.8%	0.1%
13	COc1ccc(N2CCN(CCCNC(=O)C(=O)c3c[nH]c4ccccc34)CC2)cc1	?	-8.9	-3.7%	?	-9.6%	-10.5%	-4.7%	?	0.4%
14	CC(=O)OCC1=C(C(=O)O)N2C(=O)C(NC(=O)CC(C)c3ccccc3)C2SC1 (stereo not given)	-4.6%	-6.7	-9.1%	-4.7	-8.1%	?	0.7%	?	18.9%
15	Cc1ccccc1C(=O)Nc1sc2c(c1C(=O)N1CCCCC1)CCC(C)C2 (stereo not given)	?	8.4	nt	nt	nt	-9.7%	20.9%	-20.4%	17.8µM*
16	c1cncc(Nc2nc(-c3ccncc3)cs2)c1	-24.5%	0.0	2.0%	20.7	12.6%	-10.2%	3.0%	-18.8%	-13.6%
17	CC1CN(C(=O)c2cc3ccccc3cc2O)CC(C)O1 (stereo not given)	-3.6%	4.2	0.2%	2.2	-0.4%	-2.0%	11.8%	1.2%	1.6%
18	Cc1cc(OC(C)C(=O)Nc2c(C(=O)c3ccc(F)cc3)oc3ccccc23)ccc1Cl (stereo not given)	20.9%	2.5	nt	nt	0.1%	-17.0%	-1.6%	-27.8%	11.8%
19	CC(=O)N1CCC(c2nc3ccccc3n2C(C)C(=O)NCc2ccccc2)CC1 (stereo not given)	15.3%	4.1	4.8%	9.0	nt	i	5.7%	1.4%	19.4%
20	CC(=O)CC(=O)NC1CCc2ccccc21 (stereo not given)	17.4%	3.1	0.2%	?	0.9%	11.4%	64.2%[activator]	13.2%	-15.4%
21	N#CC12CCCCC1CC1CCCCC1(C#N)N2Cc1ccccn1 (stereo not given)	6.1%	0.1	-9.5%	2.9	-6.5%	i	-6.9%	1.2%	5.4%
22	CC(C)(C)C(=O)CNCC(=O)C(C)(C)C	8.1%	-5.3	-0.2%	11.7	0.1%	i	8.9%	5.1%	-19.1%
23	Cc1ccc(-c2csc(-c3c[nH]c4ccccc34)n2)cc1	-3.2%	-1.9	-38.5%[inhibitor]	-5.7	-17.9%	-1.1%	-12.0%	-28.2%	10.7%
24	CCc1ccc(NC(=O)COC(=O)CCC2CCCC2)cc1	3.6%	1.5	-2.1%	0.0	-3.8%	i	1.1%	-4.4%	25.8%
25	O=C(c1ccc2[nH]c(=O)c(=O)[nH]c2c1)N1CCN(Cc2ccccc2)CC1	7.9%	-0.2	-3.5%	14.4	1.1%	i	-13.6%	?	-16.9%
26	O=C(NC1CCCC1)c1ccc(Cl)c(S(=O)(=O)N2CCCCC2)c1	-0.8%	-1.1	0.2%	-8.4	7.3%	-4.1%	-5.3%	4.3%	-9.0%
27	Cc1ccc(S(=O)(=O)N2CCCC(C(=O)NCCc3ccc4c(c3)OCO4)C2)cc1 (stereo not given)	12.6µM*	-4.9	2.6%	-20.3	-5.5%	-47.9%[inhibitor][57.5 µM]	14.5%	-21.9%	-1.4%
28	CC(C)C(=O)NC(=S)Nc1c(Cl)ccc2nsnc12	-9.8%	22.0	-3.3%	0.0	1.1%	i	10.3%	8.5%	-2.2%
29	Cn1c(NC(=O)c2cc(-c3ccc4c(c3)OCO4)nc3ccccc23)cc(=O)n(C)c1=O	78.1%[activator]	-5.4	-2.2%	?	5.2%	-10.0%[57.5 µM]	-17.7%	0.0%	-15.2%
30	COc1ccc(Nc2nc3c(S(=O)(=O)c4ccccc4)nnn3c3ccc(Cl)cc23)c(OC)c1	-7.8%	-11.1	nt	nt	nt	i	2.6%	?	-9.6%
31	COc1ccccc1C1(CC(=O)O)CCOC(C)(C)C1 (stereo not given)	0.0%	-3.6	-4.3%	0.4	0.1%	i	4.3%	-8.2%	-20.5%
32	Cc1ccc(C)n1-n1cnc2scc(-c3cccs3)c2c1=O	-21.6%	2.5	-0.1%	-0.4	2.8%	16.8%[57.5 µM]	-1.4%	15.3%	7.6%

Full records as entered above. Order of values: GLP1R inv ag, DRD3 agonist, aSyn yeast inh, DRD3 antagonist, GLP1R ag, PTHR1 agonist, HEK293 tox, KB-V1 cytotox, TDP43 rescue
`COc1ccc(Nc2nc3c(S(=O)(=O)c4ccccc4)nnn3c3ccc(Cl)cc23)c(OC)c1` is listed as -7.8%, -11.1, nt, nt, nt, i, 2.6%, ?, -9.6%
`COc1ccccc1C1(CC(=O)O)CCOC(C)(C)C1` (stereo not given) is listed as 0.0%, -3.6, -4.3%, 0.4, 0.1%, i, 4.3%, -8.2%, -20.5%
`O=C(NC1CCCC1)c1ccc(Cl)c(S(=O)(=O)N2CCCCC2)c1` is listed as -0.8%, -1.1, 0.2%, -8.4, 7.3%, -4.1%, -5.3%, 4.3%, -9.0%
`Cn1c(NC(=O)c2cc(-c3ccc4c(c3)OCO4)nc3ccccc23)cc(=O)n(C)c1=O` is listed as 78.1%[activator], -5.4, -2.2%, ?, 5.2%, -10.0%[57.5 µM], -17.7%, 0.0%, -15.2%
`O=C(c1ccc2[nH]c(=O)c(=O)[nH]c2c1)N1CCN(Cc2ccccc2)CC1` is listed as 7.9%, -0.2, -3.5%, 14.4, 1.1%, i, -13.6%, ?, -16.9%

The list goes on:
item	Compound	GLP1R inv ag	DRD3 agonist	aSyn yeast inh	DRD3 antagonist	GLP1R ag	PTHR1 agonist	HEK293 tox	KB-V1 cytotox	TDP43 rescue
33	O=C1NC[C@H](CCCCN2C[C@H](Cc3ccccc3)N(CCC3CCCCC3)C(=O)C2=O)N(CCc2ccc(O)cc2)C1=O	15.6%	-6.3	2.5%	-2.9	2.7%	28.1%	-6.8%	-6.2%	22.1%
34	CCOc1ccc(/C=C/C(=O)N(CC)CC(=O)Nc2ccc3c(c2)OCCO3)cc1OC	41.7%[activator]	-6.7	-5.1%	1.3	16.9%	-2.9%	-14.1%	6.9%	-17.3%
35	Cc1ccc(-c2nnc(N3CCC(C)CC3)c3ccccc23)cc1	?	-1.6	-19.8%	3.6	-0.3%	-40.8%[inhibitor]	8.5%	?	1.4%
36	Cc1ccnc(N2CCC(C(=O)Nc3cccc(C(F)(F)F)c3)CC2)n1	-25.9%	-1.1	-11.3%	-25.2	-6.2%	-24.4%	-31.3%	?	24.8%
37	C/C(=N\NC(=O)c1cc2c(s1)CCC(C)C2)c1ccncc1 (stereo not given)	37.1%[activator]	-5.5	-1.9%	17.0	14.1%	-17.1%	1.5%	?	-22.0%
38	Oc1ccccc1C1=Nc2ccccc2N=C(c2cccs2)C1	?	-3.9	-3.9%	-25.8	-5.5%	7.8%[57.5 µM]	-4.7%	23.1µM*	-34.2%[inhibitor]
39	Cc1ccc(CNc2nc3cc(-c4ccccc4)sc3c(=O)n2C)c(C)c1	-26.4%	14.8	5.3%	9.5	3.1%	-77.1%[inhibitor]	0.9%	?	?
40	COc1ccc(-c2nc(-c3ccc4c(c3)OCO4)[nH]c2-c2ccc(OC)cc2)cc1	?	3.6	-20.0%	16.7	-14.5%	-15.3%	?	20.6µM*	15.4%
41	COC(=O)c1ccccc1NC(=O)c1nc(S(=O)(=O)Cc2cccc(C)c2)ncc1Cl	13.6%	8.3	nt	nt	nt	i	3.7%	nt	46.1%
42	CC(C)C(=O)Nc1ccc(N2CCN(C(=O)c3cccs3)CC2)cc1	-17.8%	3.5	-6.5%	3.6	-5.7%	i	-18.8%	?	5.0%
43	Cc1cccc(C(=O)NNC(=O)CCCCC(=O)NNC(=O)c2cccc(C)c2)c1	-8.7%	-14.3	-3.8%	-14.2	0.4%	1.1%	13.1%	16.0%	-21.9%

Bioassay records: PubChem BioAssay, National Center for Advancing Translational Sciences (NCATS)
